Screening results (PubChem BioAssay)
SRC1 inh – inhibitors of human steroid receptor coactivator 1 (SRC1) | Q15788 | HEK293 GAL4-SRC1 luciferase reporter, luminescence | inhibition, % at 3.6 µM | hit rate 0.12% among 360,000;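 active = inhibition above the campaign mean plus 3 SD, with each screening campaign given its own cutoff, cut at about 60% in these data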;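 also: 0% = DMSO treated cells and 100% = gossypol at 36 µM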
NOD2 RIPK2 PPI – NOD2-RIPK2 protein interaction inhibition | CHO BLA complementation NOD2-RIPK2, CCF4 ratio | inhibition, % at 4.98 µM | O43353 | hit rate 0.38% among 360,000; in the data active = inhibition above about 21%;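 also: 0% = vehicle only and 100% = reference blocker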
SRC2 inh – inhibits human steroid receptor coactivator 2 | Q15596 | HEK293 GAL4-SRC2 luciferase reporter, luminescence | inhibition, % at 9 µM | hit rate 0.17% among 370,000;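 active = inhibition above the mean inhibition of all tested compounds plus 3 SD, set per campaign, cut at about 52% in these data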;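 also: 0% = DMSO treated cells and 100% = cells given Gossypol at 36 µM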
NR2F2 inh – blocks human COUP-TFII nuclear receptor | P24468 | HEK293T NGFI-A luciferase reporter, luminescence | hit rate 0.7% among 370,000 | AID 686940 | inhibition, % at 8.6 µM;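 active = inhibition above a per-plate cutoff, mean inhibition of test wells between control levels plus 3 SD, cut at about 38% in these data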;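 also: cells cotransfected with COUP-TFII expression vector driving the NGFI-A reporter; 0% = median of COUP-TF2 test wells and 100% = reporter-only cells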
TLR9-MyD88 block – TLR9-MyD88 interaction inhibition; Q9NR96+Q99836; CHO BLA complementation TLR9-MyD88, CCF4 FRET ratio; inhibition, % at 4.98 µM; hit rate 0.21% among 340,000; AID 504734;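 active = inhibition above the mean over all tested compounds plus 3 SD, cut at about 21% in these data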;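 also: 0% = DMSO only wells and 100% = clavulanate BLA inhibitor control wells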
Target sequence (Q99836 whole entry, looked up): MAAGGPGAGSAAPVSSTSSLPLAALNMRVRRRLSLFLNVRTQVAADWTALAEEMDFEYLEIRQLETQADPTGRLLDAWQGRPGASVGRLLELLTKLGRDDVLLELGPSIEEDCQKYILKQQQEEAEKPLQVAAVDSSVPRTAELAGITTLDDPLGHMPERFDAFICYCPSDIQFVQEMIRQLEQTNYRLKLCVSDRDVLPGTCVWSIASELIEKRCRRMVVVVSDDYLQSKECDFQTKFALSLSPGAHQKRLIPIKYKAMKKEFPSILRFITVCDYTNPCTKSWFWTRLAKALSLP
Target sequence (Q9NR96 whole entry, looked up): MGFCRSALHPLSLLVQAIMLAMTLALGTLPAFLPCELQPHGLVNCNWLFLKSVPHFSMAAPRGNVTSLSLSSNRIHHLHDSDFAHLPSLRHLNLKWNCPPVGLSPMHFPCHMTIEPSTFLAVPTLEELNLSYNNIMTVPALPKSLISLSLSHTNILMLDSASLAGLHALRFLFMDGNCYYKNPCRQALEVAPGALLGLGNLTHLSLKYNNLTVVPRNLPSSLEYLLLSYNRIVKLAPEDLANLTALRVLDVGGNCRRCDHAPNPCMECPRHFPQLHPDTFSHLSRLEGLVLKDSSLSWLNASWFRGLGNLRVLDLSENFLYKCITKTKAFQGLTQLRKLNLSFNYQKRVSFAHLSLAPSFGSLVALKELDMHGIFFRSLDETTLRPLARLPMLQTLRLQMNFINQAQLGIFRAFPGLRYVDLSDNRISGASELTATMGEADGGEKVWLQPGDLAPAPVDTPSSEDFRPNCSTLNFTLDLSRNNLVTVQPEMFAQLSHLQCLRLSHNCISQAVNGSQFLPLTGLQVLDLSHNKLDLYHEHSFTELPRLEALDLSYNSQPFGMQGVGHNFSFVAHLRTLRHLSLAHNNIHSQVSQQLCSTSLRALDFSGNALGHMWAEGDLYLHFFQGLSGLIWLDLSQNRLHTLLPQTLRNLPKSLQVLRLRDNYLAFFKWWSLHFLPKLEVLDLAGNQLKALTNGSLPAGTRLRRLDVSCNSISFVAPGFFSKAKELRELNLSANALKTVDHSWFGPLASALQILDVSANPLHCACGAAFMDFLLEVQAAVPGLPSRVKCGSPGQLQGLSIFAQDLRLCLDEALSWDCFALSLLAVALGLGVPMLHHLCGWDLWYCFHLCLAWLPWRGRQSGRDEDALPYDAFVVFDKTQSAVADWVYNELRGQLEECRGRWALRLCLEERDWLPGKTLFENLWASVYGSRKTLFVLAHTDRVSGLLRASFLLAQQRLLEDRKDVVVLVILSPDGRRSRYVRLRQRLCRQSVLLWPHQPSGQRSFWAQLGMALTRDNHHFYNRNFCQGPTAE
NR5A2 inv ag – NR5A2 inverse agonism in reporter assay; hit rate 0.13% among 360,000; HEK293T StAR-luciferase reporter, LRH-1 transfected, 24 h; AID 602396; inhibition, % at 3.6 µM;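 active = inhibition above the mean inhibition of all tested compounds plus 3 SD, cut at about 73% in these data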;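 also: 0% = DMSO wells and 100% = reporter-only cells lacking LRH-1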
TRAIL sens C8 – sensitizes caspase-8 expressing cells to TRAIL; AID 624354; inhibition (viability loss, TRAIL sensitization), % at 10 µM; NB7+C8 cells + TRAIL, ATPlite viability luminescence; hit rate 1% among 360,000;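 active = compounds causing at least 50% loss of cell viability in the single-dose screen, relative to plate controls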
LMP1 NFkB inh – reduces LMP1-driven NF-kappaB luciferase signal. AID 504558. hit rate 0.69% among 350,000. inhibition, % at 12.5 µM. LMP1-induced NF-kappaB luciferase reporter cells, luminescence; in the data active = inhibition above about 41%;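 also: 0% = neutral control wells and 100% = reference inhibitor control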
TROY signal inh – blocks TROY-dependent signaling in reporter cells; Q293 LMP1-TROYcd NF-kB luciferase reporter, 4 h; hit rate 0.98% among 360,000; inhibition, % at 10 µM;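 active = compounds whose plate-normalised and pattern-corrected inhibition of the luciferase reporter signal at the single screening dose is 50% or more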
NCOA3 inh – inhibitors of human steroid receptor coactivator 3 (SRC3); Q9Y6Q9; HEK293 GAL4-SRC3 luciferase reporter, luminescence; inhibition, % at 3.6 µM; hit rate 0.17% among 360,000; AID 588352;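 active = inhibition above a per-campaign cutoff, the mean of all compounds plus 3 SD, cut at about 60% in these data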;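 also: 0% = DMSO-treated cells and 100% = gossypol-treated cells at 36 µM; higher means less SRC3-driven luciferase light from the GAL4 reporter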
TWEAK Fn14 block – blocks TWEAK-Fn14 interaction in a reporter cell assay; inhibition, % at 10 µM; TWEAK-stimulated Fn14 reporter cells, luciferase luminescence, 8 h; hit rate 2% among 360,000; in the data active = inhibition above about 50%
* marks the source's active call; other numbers are inactive results; x = not tested or not shown.

SMILES	SRC1 inh	NOD2 RIPK2 PPI	SRC2 inh	NR2F2 inh	TLR9-MyD88 block	NR5A2 inv ag	TRAIL sens C8	LMP1 NFkB inh	TROY signal inh	NCOA3 inh	TWEAK Fn14 block
C=C(C)CSc1nnc([C@@H](N)Cc2ccccc2)o1	-8	3	-16	16	-6	-19	-15	-4	-16	4	-7
COc1ccc(-n2c(-c3ccccc3)nc3ccccc3c2=O)cc1	-10	-3	10	-4	-1	9	1	4	4	3	14
CC1OC(OC2C(O)CC(OC3C(O)CC(OC4CCC5(C)C(CCC6C5CCC5(C)C(C7=CC(=O)OC7)C(O)CC65O)C4)OC3C)OC2C)CC(O)C1O (stereo not given)	35	-2	9	21	-12	35	60*	62*	48	49	81*
C=CC1CN2CCC1CC2C(O)c1ccnc2ccccc12 (stereo not given)	6	-14	10	21	-8	-19	21	5	3	0	12
CN1CCN(C(=O)COc2ccc(S(=O)(=O)NC3CCCCC3)cc2Cl)CC1	6	2	12	13	-2	10	-5	-8	10	10	1
Cc1nc2ccccc2c(=O)n1-c1cc([N+](=O)[O-])cc([N+](=O)[O-])c1	4	-7	-14	13	-5	-3	8	4	5	-18	-21
Cn1cc(C(=O)OCC(=O)NC2CCCCC2)c2ccccc21	-14	1	8	-6	-1	-21	3	8	6	5	-3
COC(=O)C1=C(c2ccc(S(C)(=O)=O)cc2)C[C@@H]2CC[C@H]1N2C(=O)N1CCCCC1	0	-2	-1	1	5	-17	-16	3	-1	-9	2
NS(=O)(=O)c1ccc(N=Cc2c(O)n(C3CCCCC3)c(=O)n(C3CCCCC3)c2=O)cc1	2	-2	13	4	-2	22	13	-4	2	21	22
CNCC(O)c1cc(OCc2ccccc2)c(OCc2ccccc2)cc1F (stereo not given)	-4	0	6	5	-16	6	18	-3	2	0	-51
COc1ccc(CCn2c(O)c(/C=N/N3CCOCC3)c(=O)[nH]c2=O)cc1OC	4	-15	-25	17	x	7	-1	x	-12	13	-5
Cc1ccc(C(O)(c2ccc(C)c(C)c2)C2CN3CCC2CC3)cc1C (stereo not given)	14	1	-23	15	-5	1	9	2	0	8	-12
COC1=CC(=O)OC(CCc2ccc3c(c2)OCO3)C1 (stereo not given)	15	-4	2	9	-4	-8	-36	3	22	16	18
CC(C)Sc1nnc([C@@H](N)Cc2ccccc2)o1	-26	-5	-16	-19	7	-5	8	1	-40	-4	-17
C/C(=N\N1CCCCCC1)c1c(O)n(C2CCCCC2)c(=O)[nH]c1=O	-25	-3	-14	-15	0	-4	-20	-5	9	4	-24

The final 4 records of the part above lead into the next:
SMILES	SRC1 inh	NOD2 RIPK2 PPI	SRC2 inh	NR2F2 inh	TLR9-MyD88 block	NR5A2 inv ag	TRAIL sens C8	LMP1 NFkB inh	TROY signal inh	NCOA3 inh	TWEAK Fn14 block
Cc1ccc(C(O)(c2ccc(C)c(C)c2)C2CN3CCC2CC3)cc1C (stereo not given)	14	1	-23	15	-5	1	9	2	0	8	-12
COC1=CC(=O)OC(CCc2ccc3c(c2)OCO3)C1 (stereo not given)	15	-4	2	9	-4	-8	-36	3	22	16	18
CC(C)Sc1nnc([C@@H](N)Cc2ccccc2)o1	-26	-5	-16	-19	7	-5	8	1	-40	-4	-17
C/C(=N\N1CCCCCC1)c1c(O)n(C2CCCCC2)c(=O)[nH]c1=O	-25	-3	-14	-15	0	-4	-20	-5	9	4	-24
NC(=O)Nc1cccc(C(F)(F)F)c1	-24	-1	-5	-1	-10	-27	-22	1	-7	9	-3
COc1ccc(CC(=O)N2CCN(C)CC2)cc1OC	8	3	-3	-1	-9	8	16	-3	-16	6	-14
CCOC(=O)c1ccccc1NC(=O)c1c(O)[nH]c(=S)[nH]c1=O	-13	-3	-10	3	-15	11	8	-2	-2	-13	-2
CN(C)C(=O)Oc1ccc(OCc2nc3ccccc3[nH]2)cc1	-129	-3	-17	-14	11	-98	68*	31	24	-70	68*
Nc1ccc2ccc3cccc[n+]3c2c1	4	23*	-15	1	26*	-3	-8	-10	2	-8	2
Nc1c(C(=O)NCCCc2ccccc2)c2nc3ccccc3nc2n1Cc1cccs1	-6	6	10	28	-1	18	1	-11	45	3	39
CS(=O)(=O)c1ccc(C2=C(CNC(=O)c3nccs3)[C@H]3CC[C@@H](C2)N3Cc2ccco2)cc1	-18	1	-30	19	-15	-28	-7	-3	-3	5	-6
COc1ccc(N2CC2c2ccncc2)cc1 (stereo not given)	7	-20	8	13	-10	-13	-5	-6	-1	6	7
NC1C2CN3CCN(C2)CC1(c1ccccc1)C3 (stereo not given)	4	-5	-10	2	-15	11	3	-5	-9	17	-11
O=C(O)C1Cc2ccccc2N2CCCC12 (stereo not given)	-20	6	12	13	-13	-9	-9	-4	2	-14	4
Cc1cccnc1-n1c(C)nc2ccccc2c1=O	-12	-11	-11	12	4	9	-3	-4	-12	-4	8
C/C=C1/C[N+]2(C)CCC34C(=C(C=O)[C@H]1C[C@@H]32)Nc1ccccc14 (stereo not given in full)	-5	-13	1	-7	5	1	1	-8	-5	4	8
CCOCN(C(=O)CCl)c1c(C)cccc1CC	2	0	31	8	5	-4	1	-11	2	12	-4
Cc1ccc(OC(=O)N(C)C[C@@H]2OCc3cnnn3CCCC(=O)N([C@@H](C)CO)C[C@@H]2C)cc1	-12	-9	6	16	2	-4	-7	8	-23	7	-9
COc1ccc(NP(=O)(Oc2ccc(Cl)cc2)Oc2ccc(Cl)cc2)cc1OC	18	1	17	24	-13	1	-8	18	-12	2	-14
CN1CCN(Cc2ccccc2C(F)(F)F)CC1	-9	-6	5	-12	-6	0	-7	-6	-21	-14	1
CCCN1CCC2(CC1)NC(CO)(CO)CO2	12	-7	-17	8	-2	5	-6	-4	x	-15	82*
Cc1cc(C)cc(NC2=NCCCS2)c1	2	-7	12	-6	3	-5	-1	1	-6	33	-10
Cc1nn(Cc2ccccc2Cl)c(Cl)c1C(=O)O	-8	-6	-13	11	-4	-9	-5	-3	-1	27	0
O=C(c1cc(F)ccc1F)C1CCCN(CCCc2ccccc2)C1 (stereo not given)	5	1	11	9	-9	4	9	-6	-8	-5	11
Cc1ccsc1C(=O)C1CCCN(Cc2cnc(N)nc2)C1 (stereo not given)	0	-13	-13	23	1	18	23	5	-10	19	4
Cc1ccc(N2C(=O)NC(=O)/C(=C\C=C\c3ccco3)C2=O)cc1C	-3	7	-30	-4	-11	5	4	-33	10	3	14
Nc1ccc(S(=O)(=O)N2CCCCC2c2cccnc2)cc1 (stereo not given)	3	5	-7	7	1	6	3	0	6	-9	-1
CCOC(=O)c1cccc(C2=C(CNC(=O)c3ccc([N+](=O)[O-])cc3)[C@H]3CC[C@@H](C2)N3Cc2ccccc2)c1	-3	2	-9	-2	11	-9	11	2	4	3	-11
COc1ccc2cc(C(=O)C3CCCN(C4CCOCC4)C3)ccc2c1 (stereo not given)	-24	-1	-5	4	-4	-57	-7	-52	1	14	-6
O=C1CC(c2ccccc2)CC(O)=C1C=NCCN1CCN(C(=O)Cc2ccccc2)CC1 (stereo not given)	-8	-6	-6	-7	6	-12	0	-19	-42	-29	-42
CC(=O)Nc1ccc(OC(=O)N(C)C)cc1	8	0	-40	-7	-6	-5	3	3	-4	-4	2
CC(=C1C(=O)c2ccccc2C1=O)N1CCN(CCN=Cc2c(O)n(C)c(=O)n(C)c2=O)CC1	4	-8	-8	13	-10	8	2	-1	10	35	-5
C[C@]12CCC3C(CC[C@@H]4CC(=O)CC[C@]34C)C1CC[C@@H]2O (stereo not given in full)	8	-3	27	17	3	8	2	10	-3	15	-8
CS(=O)(=O)c1ccc(C2=C(CNC(=O)c3ccc([N+](=O)[O-])cc3)[C@H]3CC[C@@H](C2)N3CCOc2ccccc2)cc1	-7	-5	9	-6	-4	-3	23	9	-5	6	-3
COc1ccc(-c2nn(CCC#N)cc2C(=O)Nc2ccccc2)cc1OC	-9	1	1	-7	-17	17	0	-6	25	-20	-4
Cc1cc(N(CCCl)CCCl)ccc1C=NNC(=O)Cc1cc(=O)oc2cc(O)ccc12	-31	-6	8	10	-5	4	16	35	16	11	3
O=C1CCN(C(=O)CCCn2c(=O)oc3ccccc32)CC1	-9	-10	-7	3	1	-4	1	4	-3	-11	3
COC(=O)C(O)(c1ccc(NC(=S)NC(=O)c2ccc(Cl)cc2Cl)cc1)C(F)(F)F (stereo not given)	6	-5	10	-13	-30	24	-4	1	47	2	34
C[C@]12CCC3C(CC[C@H]4C[C@@H](O)CC[C@]34C)C1C[C@@H](O)C2=O (stereo not given in full)	2	-3	23	-5	x	-21	31	x	5	9	-13
Cc1nnc2ccc(-c3cccc(C(F)(F)F)c3)nn12	4	-15	3	-14	2	5	-3	6	-9	5	-23
CCOc1ccc(-c2cc(C)[n+](CCO)c(-c3ccc(OCC)cc3)c2)cc1	-7	-3	-9	8	0	20	36	-1	19	20	7
CN(C)C1(CNC(=O)Cc2ccccc2F)CCCCC1	-15	5	-5	-7	1	0	-1	-4	-4	-29	-18
COCOC1CCC2C3CCC4=CC(=O)CCC4=C3C=CC12C (stereo not given)	-12	5	2	15	-2	5	-5	-42	-15	-4	2
CCC1(C(=O)c2ccccc2)C2c3ccccc3OC(=O)C21C(C)=O (stereo not given)	-18	0	-9	-2	x	-12	-24	x	-9	-3	-19
Cc1ccc(/C=C2\C(=O)NC(=S)N(c3ccc(F)cc3)C2=O)s1	-15	0	-25	-11	-12	-13	40	-33	-26	-23	-24
O=C1C2CCN(CC2)[C@@H]1Cc1ccc2ccccc2c1O	-52	-3	-34	-9	2	-6	-21	-11	-24	-8	4
COc1ccc2c(CN3CC=C(c4ccccc4)CC3)cc(=O)oc2c1	-7	1	9	-8	-16	-1	-4	-4	8	-16	16
COC(=O)C1=C(c2ccc(OC(F)(F)F)cc2)C[C@@H]2CC[C@H]1N2C(=O)NCCc1ccccc1	3	-2	7	21	3	-19	5	5	-4	3	18
CC1SC2(CN3CCC2CC3)NC1=O (stereo not given)	-23	-10	6	-6	5	13	4	1	7	0	5
c1ccc2c3c([nH]c2c1)CNCC3	-4	1	24	0	-10	15	-2	14	-12	-3	4
COC(=O)C1=C(c2cccc(OC)c2OC)C[C@@H]2CC[C@H]1N2C(=O)NCCCOC(C)C	-4	-4	10	-12	11	-10	-7	-4	8	21	-5
CC[C@H]1C2C[C@H]3[C@@H]4N(C)c5ccccc5C45C[C@H](C2[C@H]5O)N3[C@@H]1O (stereo not given in full)	-5	-7	-7	-5	-2	11	-6	2	0	-5	9
CC1CN(O)C2CCc3c(no[n+]3[O-])C12O (stereo not given)	-13	-5	-16	6	-10	-9	-6	-1	-1	12	-7
Cn1c(O)c(/C=C2\C=Nc3ccc(Br)cc32)c(=O)n(C)c1=O	-9	2	11	-3	-5	10	-16	5	12	-19	5
COC[C@]12CN(C)C3C4[C@H](OC)[C@H]1C3([C@@H](OC)C[C@H]2O)[C@@H]1C[C@@]2(O)[C@H](OC(=O)c3ccccc3)[C@@H]1[C@]4(OC(C)=O)[C@@H](O)[C@@H]2OC	-1	-16	x	x	x	-1	-4	x	-9	-16	6

This is a subset, so the mix of outcomes need not match the whole.
